CASP6 VEID inh: human caspase-6 inhibitors, primary screen, biochemical, VEID-R110 fluorescence, single point, set 2; hit rate 0.53% among 350,000; inhibition, % at 12.5 µM; AID 686996, 2013; purified caspase-6, Z-VEID-R110 cleavage fluorescence; P55212;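 active = mean inhibition across replicates at least about 35%, with every replicate also reaching that limit, limit read from the data; inconclusive = only one of the two criteria met; inactive = neither criterion met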;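 also: 0% = median of neutral control wells and 100% = no fluorescence left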
Target sequence (P55212 24-179 limits assumed): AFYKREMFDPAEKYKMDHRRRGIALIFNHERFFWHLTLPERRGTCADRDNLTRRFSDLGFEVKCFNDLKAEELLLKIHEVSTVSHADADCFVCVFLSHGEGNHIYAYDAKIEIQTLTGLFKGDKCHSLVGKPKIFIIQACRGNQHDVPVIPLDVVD
Target sequence (P55212 194-293 limits assumed): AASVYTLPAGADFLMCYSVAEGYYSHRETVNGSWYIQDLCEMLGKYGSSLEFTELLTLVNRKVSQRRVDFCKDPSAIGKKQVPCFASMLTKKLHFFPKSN
RAD54 inh: inhibitors of human RAD54 branch migration, primary screen, biochemical, fluorescence, single point; DNA repair and recombination protein RAD54-like (Homo sapiens), Q92698; RAD54 Holliday junction branch migration, FAM/BHQ fluorescence; inhibition, % at 10.4 µM; hit rate 0.14% among 360,000; AID 602329, 2012;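 active = mean normalized replicate activity at least 40 and at least half of replicates scoring 40 or more; inconclusive = only one of the two criteria met; inactive = mean below 40 and under half of replicates reaching 40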;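 also: 0% = median of neutral control wells and 100% = median of positive control wells; inhibitors cause a drop in the FAM fluorescence signal; in these data hits start at about 50%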
esBAF inh: Bmi1 luciferase reporter increase in mESCs, primary screen, esBAF inhibitor project, mouse ES cells, Bmi1 luciferase knock-in, single point; 24 h; 100% = twice the neutral-well signal; reporter increase, % at 12.5 µM; hit rate 2% among 350,000; in the data active = activation above about 40%; inconclusive = no clear call, values can overlap the other calls;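 also: 0% = median of the plate's neutral control wells and 100% = double that signal; a rise in the Bmi1 reporter signal indicates esBAF inhibition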
RAD52 anneal inh: RAD52 DNA annealing inhibitors, primary screen, biochemical, FRET, single point, set 2; hit rate 0.46% among 360,000; inhibition, % at 18.7 µM; DNA repair protein RAD52 homolog (Homo sapiens), P43351; recombinant RAD52 DNA annealing, FRET fluorescence;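 active = every replicate showing at least 50% inhibition; inconclusive = mean inhibition at least 50% but not in every replicate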
Target sequence (P43351 whole entry, looked up): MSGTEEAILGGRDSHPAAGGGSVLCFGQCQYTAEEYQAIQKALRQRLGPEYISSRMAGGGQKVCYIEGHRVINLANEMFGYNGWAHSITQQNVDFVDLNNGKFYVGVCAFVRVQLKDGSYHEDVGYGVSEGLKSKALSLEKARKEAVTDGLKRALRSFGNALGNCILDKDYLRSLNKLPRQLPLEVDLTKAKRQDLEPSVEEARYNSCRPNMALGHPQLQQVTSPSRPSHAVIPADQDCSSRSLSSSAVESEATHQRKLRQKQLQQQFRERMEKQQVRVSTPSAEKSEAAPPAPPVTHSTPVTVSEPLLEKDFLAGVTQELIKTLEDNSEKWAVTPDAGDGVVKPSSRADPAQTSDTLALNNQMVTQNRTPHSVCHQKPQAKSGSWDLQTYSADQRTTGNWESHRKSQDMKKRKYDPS
ARNT-TACC3 inh: disruptors of ARNT/TACC3 protein interaction, primary screen, biochemical, AlphaScreen, single concentration. inhibition, % at 9.99 µM. Transforming acidic coiled-coil-containing protein 3 (Homo sapiens), Q9Y6A5. AlphaScreen His-ARNT PAS-B/GST-TACC3 binding, luminescence; TACC3 fragment carries E629A point mutation. AID 623870, 2012. hit rate 0.66% among 390,000;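 active = mean inhibition of replicates at least 50% and at least half of replicates each reaching 50%; inconclusive = half or more replicates reach 50% but mean below 50%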;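 also: 0% = complete ARNT plus TACC3 wells and 100% = ARNT alone without TACC3; many hits fall short of the cut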
ERp5 inh: inhibitors of ERp5-driven insulin aggregation, primary screen, biochemical, turbidity, absorbance 650 nm, single point; Protein disulfide-isomerase A6 (Homo sapiens), Q15084; 90 min; inhibition, % at 9.99 µM; hit rate 0.05% among 350,000; AID 651711, 2012;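 active = mean replicate inhibition above about 25%, with every replicate also reaching it, limit read from the data, passing the limit was not always enough; inconclusive = only one of those two criteria met; inactive = neither criterion met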
PglD inh: C. jejuni PglD acetyltransferase inhibitors, primary screen, biochemical, DTNB colorimetric, single point. UDP-N-acetylbacillosamine N-acetyltransferase PglD (Campylobacter jejuni). purified PglD enzyme, DTNB colorimetric CoA detection. inhibition, % at 12.5 µM. hit rate 0.098% among 360,000. AID 602405, 2012; in the data active = inhibition above about 16%, passing the limit was not always enough; inconclusive = no clear call, values can overlap the other calls; also: strong numbers were not always called active
E-sel inducer: E-selectin induction in HUVECs, primary screen, imaging, HUVEC, immunofluorescence imaging, single point. activation, % at 7.58 µM. hit rate 0.37% among 260,000. AID 686992, 2013. normalized: neutral wells 0, TNF-alpha wells 100. P16581;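 active = mean E-selectin-positive cell signal at least 10% of the positive control, reached in at least 60% of replicates, without over 20% cell loss; inconclusive = no rule given, readout overlaps actives, possibly toxicity-flagged; inactive = the rest, including those meeting only one limit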;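 also: in these data hits start at about 27%; measured in HUVEC primary endothelial cells; signal is the percent of cells scored E-selectin positive by PE staining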
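Assay system: HUVEC primary endothelial cells. Input: 3,000 HUVEC seeded per well. Doses: one compound dose added by pin transfer. Read-out basis: % PE-positive cells. Benchmarks: TNF-alpha high, DMSO low. Detection: immunofluorescence imaging. Buffer or medium: EGM-2, gelatin.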
* hit, by the source's call; ? = inconclusive; / = no result given; & = joins results of further samples.

SMILES	CASP6 VEID inh	RAD54 inh	esBAF inh	RAD52 anneal inh	ARNT-TACC3 inh	ERp5 inh	PglD inh	E-sel inducer
CC1CCN(C(=O)CCC(=O)Nc2ccc([N+](=O)[O-])cc2)CC1	-2	-4	2	7	/	6	0	/
CCOC(=O)C1=C(C)N(CCCC(=O)O)C(=O)NC1c1cccc(OC)c1 (stereo unspecified)	2	/	/	-12	/	-2	/	-0.2
COc1ccc(CCc2nc(-c3ccc(-n4cccc4)cc3)no2)cc1	-2	-4	-4	-6	-10	1	4	-0.3
CCCNC(=O)N(C)C[C@@H]1Oc2cc(C#CC(C)C)ccc2S(=O)(=O)N([C@@H](C)CO)C[C@@H]1C	/	-10	8	/	9	/	-6	-5.4
Cc1ccc(NNC(=O)c2snnc2C)cc1Cl	-1	/	/	-2	-11	3	/	6.4
O=C(O)c1cccc(S(=O)(=O)Nc2ccc(-c3ccccc3)cc2)c1	/	1	/	1	-7	1	1	-0.1
Cc1c(C(=O)N2CCN(Cc3ccccc3)CC2)oc2c1C(=O)CC(C)(C)C2	-4	-15	-2	4	-19	3	9	1.4
CC(C)NC(=O)CSc1nc2ccccc2c(=O)n1CCCOC(C)C	3	-5	-3	-17	0	4	5	/
CCN(CC(=O)Nc1ccc2c(c1)OCCO2)C(=O)CC1CCCC1	/	-10	3	/	-8	/	-1	/
C[C@@H]1CN([C@@H](C)CO)C(=O)c2cc(NC(=O)C3CCCCC3)ccc2O[C@@H](C)CCCCO[C@@H]1CN(C)S(=O)(=O)c1cn(C)cn1	-3	4	1	11	-7	0	-1	-0.2
Fc1ccc(CNC(=S)Nc2ccc(Cl)cc2)cc1	1	3	6	-18	1	3	-3	/
O=C1CC2(CCN(C(=O)c3ccc(F)c(F)c3)CC2)Oc2ccccc21	2	16	-4	-8	-2	-4	2	3.0
O=C(NC1CCCCC1)N1CCC(n2cnc3ccccc32)CC1	/	-4	-2	/	-8	/	-7	/
O=C([C@@H]1[C@@H](CO)[C@@H]2Cn3c(cccc3=O)[C@H]1N2C(=O)CC1CC1)N1CCCCC1	-1	8	-4	-1	-1	-1	-3	-0.7
CCC(=O)Nc1ccc2c(c1)C(=O)N(C)C[C@H](OC)[C@@H](C)CN(C(=O)c1ccccc1F)[C@H](C)CO2	-1	-23	-6	-3	-4	-1	-1	-0.3
CCc1cc(=O)oc2cc(C)cc(OCC(=O)NC(Cc3ccc(Cl)cc3)C(=O)O)c12 (stereo unspecified)	-2	11	-2	-14	8	0	8	/
CC(=O)c1ccc(Nc2ccc(-c3ccccc3C)nn2)cc1	3	/	83*	-27	-2	-10	/	/
CC(C)(C)N1C(=O)Cc2c1nc(N)c1c(N)nc(N3CCCCC3CO)c(C#N)c21 (stereo unspecified)	/	-11	4	/	-13	/	-2	/
Cc1ccccc1-c1cc(C(=O)NCc2ccc3c(c2)OCO3)n(CC2CC(c3cccnc3)=NO2)n1 (stereo unspecified)	1	-10	-4	-17	15	2	0	0.0
Cc1cccc(NC(=O)CN2CCC(C(=O)c3ccc4c(c3)OCCO4)CC2)c1	1	-2	-3	-30	-1	1	2	0.4
CN(C)C(=O)c1cccc(-c2cccc(-c3nc(C(=O)NCc4ccccc4)cc4c3[C@@H](CCO)N(S(=O)C(C)(C)C)C4)c2)c1 (stereo partly specified)	4	-13	-1	-12	/	5	1	0.0
CCN(CC(=O)Nc1ccc2c(c1)OCCO2)C(=O)c1ccccc1Br	-1	4	36	-18	2	4	-2	-0.8
O=C(CSc1ncn[nH]1)Nc1ccc(Cl)c(S(=O)(=O)N2CCOCC2)c1	-3	/	/	-13	/	0	/	0.1
C=CCNC(=O)c1cc(C(=O)C(C)c2ncc(C(F)(F)F)cc2Cl)c[nH]1 (stereo unspecified)	/	2	2	-9	3	-10	5	/
Cc1cccc(NC(=O)COC(=O)c2nn(C)c(=O)c3ccccc23)c1C	-2	-7	0	-7	-2	4	-1	1.7

Later entries
SMILES	CASP6 VEID inh	RAD54 inh	esBAF inh	RAD52 anneal inh	ARNT-TACC3 inh	ERp5 inh	PglD inh	E-sel inducer
CC(C)NC(=O)N(C)C[C@@H]1Oc2c(NC(=O)C3CC3)cccc2C(=O)N([C@H](C)CO)C[C@@H]1C	-1	5	0	-7	-6	-3	2	1.7
COC(=O)c1cccc(NC(=O)CSc2nnc(C3CC3)n2C)c1	10	-7	-8	-5	-10	9	-2	/
O=C(NNC(=O)c1cc(Cl)ccc1O)c1cccs1	-1	-4	25	-9	-6	-1	8	3.1
C/C(=C\C(=O)c1ccc(Br)cc1)N1CCCCC1	/	0	-3	/	12	/	1	/
CC(=O)N1CCN(S(=O)(=O)c2cccc(C(=O)N3CCN(S(=O)(=O)c4c(C)c(C)cc(C)c4C)CC3)c2)CC1	-1	-6	7	-22	/	-5	-1	-0.1
COc1ccc(S(=O)(=O)N(C)C[C@H]2Oc3ccc(NS(=O)(=O)c4cn(C)cn4)cc3CC(=O)N([C@@H](C)CO)C[C@@H]2C)cc1	0	4	-2	6	/	-4	-1	-0.1
C[C@H]1CN([C@@H](C)CO)C(=O)CCCn2nncc2CO[C@@H]1CN(C)C(=O)Nc1ccc(C(F)(F)F)cc1	1	6	1	0	-4	3	5	0.6
O=C(C1CCCCC1)N1C[C@@H](O)[C@H](n2cc(C3CC3)nn2)C[C@@H]1c1ccccc1	3	-5	-7	-7	/	0	-1	/
Cc1ccc(NC(=O)c2nc[nH]c2C(=O)NCCN(CCNC(=O)c2[nH]cnc2C(=O)Nc2ccc(C)cc2)CCNC(=O)c2[nH]cnc2C(=O)Nc2ccc(C)cc2)cc1	-3	-3	5	-7	-2	-2	2	0.1
O=C(CN1CCN(S(=O)(=O)c2ccc(Cl)cc2)CC1)NC1CC1	-1	-16	/	-12	-6	0	7	3.1
O=C(Oc1ccccc1)N1CCOCC1	-2	-5	-7	-6	10	-1	0	/
O=C(Nc1cnn(Cc2ccc(Cl)cc2)c1)c1cccs1	-1	/	/	-2	-3	17	/	-0.9
O=C1CC(C(=O)N2CCN(c3ccc(F)cc3)CC2)CN1CCc1ccccc1 (stereo unspecified)	-2	0	-4	-15	-9	4	3	2.3
Cc1ccccc1-n1ncc2c(SCC(=O)NC3CCCC3)ncnc21	1	-9	12	-2	-2	4	2	/
C(=N\Nc1nc2ccccc2s1)/c1ccco1	/	3	13	/	31	/	0	/
O=C(NC(C(=O)c1ccccc1)n1c(=O)cc[nH]c1=S)c1ccccc1 (stereo unspecified)	/	-3	?	/	-6	/	-1	/
C[C@H]1CN([C@@H](C)CO)C(=O)CCCn2nncc2CO[C@H]1CN(C)C(=O)NC1CCCCC1	2&-3	5	-3&-2&-3	-3&-12	-5	-3&-5	-1	3.7&-0.1
c1ccc2c(c1)ccn1c(Cc3ccsc3)c(C3CCCCC3)nc21	3	/	/	-159	/	-5	/	0.9
C[C@H](CO)N1C[C@H](C)[C@@H](CN(C)Cc2ccccc2)Oc2c(NC(=O)Cc3ccccc3)cccc2C1=O	3	-4	-1	-45	4	3	2	/
CCCCc1ncc(CN2CCC(CC3CCCCO3)(C(=O)OCC)CC2)[nH]1 (stereo unspecified)	-5	-3	3	-11	3	7	-1	/
O=C(N/N=C/c1ccc(OC(=O)c2cccc(F)c2)cc1)c1cccnc1	-2	9	-4	-13	3	-2	4	-0.1
Cc1cccc(NC(=O)CNC(=O)c2ccc(S(=O)(=O)NCc3ccco3)cc2)c1C	1	-8	4	1	/	7	1	0.0
CC(=O)c1ccc(OCCCC(=O)N2CCN(S(=O)(=O)c3cccs3)CC2)cc1	/	-8	4	/	-7	/	-3	/
COc1ccc(C(=O)NCCSCc2ccco2)cc1OC	3	/	/	-3	-1	4	/	/
COc1ccc(CN(C)C[C@@H]2OCCCC[C@@H](C)Oc3ccc(NC(=O)C4CCCCC4)cc3C(=O)N([C@@H](C)CO)C[C@H]2C)cc1	0	7	-3	3	-1	14	4	0.3

New compounds follow
SMILES	CASP6 VEID inh	RAD54 inh	esBAF inh	RAD52 anneal inh	ARNT-TACC3 inh	ERp5 inh	PglD inh	E-sel inducer
O=C(CCS(=O)(=O)c1ccccc1)Nc1ccc(S(=O)(=O)Nc2nccs2)cc1	4	/	/	-16	-11	0	/	0.1
CC(=O)c1cc(F)c(N2CCN(c3ccc([N+](=O)[O-])cc3F)CC2)cc1C	/	-1	0	/	20	/	-2	/
CCOC(=O)c1oc2cc(C)cc(C)c2c1C	1	/	/	-19	-5	8	/	0.0
C[C@H]1CN([C@@H](C)CO)C(=O)Cc2cc(NC(=O)C3CC3)ccc2O[C@@H]1CN(C)Cc1ccc(C(=O)O)cc1	-1	9	-2	-10	1	9	8	0.1
O=C1c2ccccc2S(=O)(=O)N1Cc1nnc(-c2ccccc2Br)o1	/	-7	0	/	11	/	-2	/
C[C@H]1CN([C@@H](C)CO)C(=O)c2cccc(NS(=O)(=O)c3cn(C)cn3)c2O[C@@H]1CN(C)Cc1ccncc1	0	4	-4	1	-3	-7	0	0.8
O=C(OCC(=O)N1CCOCC1)c1cc(=O)[nH]c2ccccc12	0	-3	0	-4	-5	4	2	-0.1
CCCS(=O)(=O)NC(=O)C1(C)CCN(C(=O)CSc2ccccc2)C1 (stereo unspecified)	-2	9	2	-3	/	4	3	/
N#Cc1ccc(C(=O)N2CCCCC2c2cc(C(=O)Nc3ccc4c(c3)OCO4)no2)cc1 (stereo unspecified)	5	4	1	-6	/	2	-13	-0.3
COC(=O)C1=C(O)C2(C(=O)O)CC(C(=O)OC)=C(O)C(C(=O)O)(C1)C2	-3	/	-7	-10	-5	1	/	-0.2
C#CCNc1cccc2c1S(=O)(=O)N[C@H](C)CO2	3	/	/	-15	/	5	/	0.1
CS(=O)(=O)N(CC(=O)N1CCOCC1)Cc1ccccc1	/	-12	-1	/	-8	/	9	/
Cc1cc(N=O)c(C)cc1O	2	-6	1	-14	/	0	2	/
CN(C(=O)CC1C(=O)NCCN1Cc1cccc(C(F)(F)F)c1)C1CCOCC1 (stereo unspecified)	-2	0	-7	-18	3	8	3	0.1
Cc1c(CC(=O)O)c(=O)oc2cc3occ(-c4ccc(F)cc4)c3cc12	-2	-2	9	-16	13	1	3	/
CN(C)C(=O)c1nc(C#N)c(N(C)C)o1	2	/	/	5	1	3	/	/
O=C(CCC1CCN(Cc2ccc(Cl)cc2)CC1)NC1CC1	-3	1	-6	-9	9	2	1	0.1
COc1ccc(N2CCN(C(=O)c3cc4c(=O)n(Cc5ccccc5)ccc4nc3C)CC2)cc1	3	-16	-4	-10	7	3	2	-0.3
COc1ccc(S(=O)(=O)N(C)C[C@@H]2OCCCC[C@@H](C)Oc3ccc(NC(=O)NC(C)C)cc3C(=O)N([C@@H](C)CO)C[C@@H]2C)cc1	0	-2	4	15	-4	2	2	0.5
CCc1ccc2[nH]c(C(=O)N(C)c3ccc(F)cc3F)cc2c1	1	-2	-8	-20	13	3	4	0.7

Bioassay records: PubChem, Broad Institute
